SENP8 block – inhibitors of human SENP8 protease; Q96LD8; recombinant SENP8, Nedd8 substrate fluorescence; inhibition, % at 20 µM; 0.64% of 360,000 active; AID 602440; in the data active = inhibition mostly above about 40%, no sharp cut-off; inactive = mostly below about 27%
Target sequence (Q96LD8 whole entry, looked up): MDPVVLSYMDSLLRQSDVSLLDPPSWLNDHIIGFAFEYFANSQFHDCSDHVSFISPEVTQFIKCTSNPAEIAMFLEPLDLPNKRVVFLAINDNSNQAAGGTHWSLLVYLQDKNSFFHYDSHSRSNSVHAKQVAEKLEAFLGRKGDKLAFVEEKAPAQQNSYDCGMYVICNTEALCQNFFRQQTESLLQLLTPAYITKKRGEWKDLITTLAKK
PfGluPho inh – PfG6PD (Plasmodium falciparum) enzyme inhibition. PfGluPho enzyme, NADPH resazurin-diaphorase fluorescence. inhibition, % at 20 µM. 0.78% of 350,000 active;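 active = inhibition reaching at least a set limit at 20 µM in the primary screen, cut at about 59% in these data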;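 note: 0% = DMSO wells with substrate and 100% = DMSO wells lacking glucose-6-phosphate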
SENP1 inh – blocks the human SENP1 SUMO protease catalytic domain. recombinant SENP1 catalytic domain, CyPet-SUMO1-YPet FRET cleavage. 0.21% of 360,000 active. Q9P0U3. inhibition, % at 10 µM;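 active = inhibition at least 30% at 10 µM, raw YFP signal under a set limit, fluorescence ratio 0.5 to 1.5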;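 note: 0% = enzyme with DMSO and 100% = no enzyme wells; some results filed as inactive read as strong as hits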
Target sequence (Q9P0U3 419-644 limits assumed): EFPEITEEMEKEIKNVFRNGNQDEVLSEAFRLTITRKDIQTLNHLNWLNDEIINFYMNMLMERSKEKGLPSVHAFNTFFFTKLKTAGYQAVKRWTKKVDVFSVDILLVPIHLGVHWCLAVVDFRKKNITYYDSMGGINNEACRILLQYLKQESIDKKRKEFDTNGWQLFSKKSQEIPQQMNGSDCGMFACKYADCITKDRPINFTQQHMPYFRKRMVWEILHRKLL
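system = hSENP1 catalytic domain, recombinant | reagent = SFCypet-SUMO1-SFYpet substrate at 25 nM | doses = one dose per compound, 10 µM, 0.5% DMSO | incubation = enzyme reaction for 50 min at room temperature, dark | measured by = FRET, CFP and YFP emission | controls = no-enzyme low, enzyme-DMSO high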
Starred values were filed as active, the others as inactive; i = inactive. These rows are one share of the data; the hit share may differ from the screen's.

SMILES	SENP8 block	PfGluPho inh	SENP1 inh
Cc1ccc([C@H]2C[C@@H](n3cc(C4CC4)nn3)[C@H](O)CN2C(=O)c2cccs2)cc1	0	-7	-1
Cc1noc(C)c1S(=O)(=O)N(C)C[C@H]1OCCCC[C@@H](C)Oc2ccc(NC(=O)CCCN(C)C)cc2C(=O)N([C@H](C)CO)C[C@@H]1C	4	11	-1
COc1cccc(CN(CCC(=O)O)Cc2cccc(OC)c2)c1	-124	-2	-14
Cc1ccc(OCC(=O)Nc2cc(Cl)ccc2-n2cncn2)c(C)c1	14	24	-5
Cc1ccccc1OS(=O)(=O)c1cccc([N+](=O)[O-])c1	22	-12	2
O=C(CSc1nc(-c2ccccc2)c(-c2ccccc2)o1)N1CCCCC1	-185	0	2
O=C(COC(=O)c1ccc([N+](=O)[O-])o1)Nc1ccc2c(c1)OC(F)(F)O2	37	22	-2
COc1ccc(NC(=O)c2ccc(S(=O)(=O)N(C)c3ccccc3)cc2)cc1S(=O)(=O)N1CCOCC1	0	48	0
CSCCC(C)N1CCC(Oc2ccc(C(=O)NCc3ccccn3)cc2)CC1 (stereo unspecified)	8	3	-11
OCC[C@@H]1C[C@H](O)[C@@H](O)[C@]2(OCCc3cc(C(F)(F)F)ccc32)O1	4	-1	1
COc1ccc(CNC(=O)C[C@@H]2C[C@H]3c4cc(NC(=O)C5CCC5)ccc4O[C@H]3[C@@H](CO)O2)cc1	-1	-3	-2
CC(Oc1ccccc1)C(=O)N1CCN(S(=O)(=O)c2ccc(OC(F)(F)F)cc2)CC1 (stereo unspecified)	18	-7	-2
C[C@H](CO)N1C[C@H](C)[C@@H](CN(C)Cc2ccccc2)OCCCC[C@H](C)Oc2ccc(N(C)C)cc2C1=O	-11	18	0
C[C@H](CO)N1C[C@H](C)[C@H](CN(C)C(=O)Nc2ccccc2)OCc2cnnn2CCCC1=O	16	7	1
COc1ccc(S(=O)(=O)N(C)C)cc1NC(=O)c1ccc(OCC2CCCO2)cc1 (stereo unspecified)	-3	-2	1
C[C@@H]1CN([C@H](C)CO)C(=O)CCCn2cc(nn2)CO[C@H]1CN(C)C(=O)Nc1ccc2c(c1)OCO2	-6	11	1
O=C(C1CCCCC1)N1C[C@H](O)[C@@H](n2cc(-c3ccc(F)cc3)nn2)C[C@@H]1c1ccccc1	8	12	0
C[C@@H]1CN([C@H](C)CO)S(=O)(=O)c2ccc(C3=CCCCC3)cc2O[C@H]1CN(C)C(=O)Cc1cccnc1	21	17	2
O=S(=O)(c1ccc(NC(=S)N2CCCCC2CO)cc1)N1CCOCC1 (stereo unspecified)	6	-2	-2
CCCOc1ccc(C2C(C(=O)c3ccco3)=C(O)C(=O)N2CCCn2ccnc2)cc1OC (stereo unspecified)	-18	21	-10
O=C(CN1CCN(Cc2ccccc2)CC1)Nc1cccc(Cl)c1Cl	18	2	4
N/C(Cc1ccc(Cl)cc1)=N\OC(=O)CCc1ccccc1	4	11	2
O=C(OCc1cn([C@@H]2CN(C(=O)C3CCCCC3)[C@@H](c3ccc(Cl)cc3)C[C@H]2O)nn1)c1ccccc1	-2	21	2
C[C@H](CO)N1C[C@H](C)[C@@H](CN(C)Cc2ccccc2C(=O)O)OCc2cnnn2CCCC1=O	-2	8	0
OCCNc1ncnc2c1nnn2Cc1ccccc1Cl	1	3	-5
O=C(COC(=O)c1ccccc1Cl)NCc1cccs1	6	-24	4
COc1ccc(C(C)=O)c(OCC(=O)NCCC2=CCCCC2)c1	16	65*	1
O=C(CCn1c(=S)[nH]c2cc3c(cc2c1=O)OCO3)NCCc1ccccc1Cl	7	1	-1
CCOC(=O)C1CCC(C(=O)OCC)N1c1ccc(C=O)cc1 (stereo unspecified)	-48	-1	5
C[C@H]1CN(C2CCCCC2)C(=O)[C@@H]1CC(=O)Nc1ccccc1	9	16	2
C[C@@H]1CN([C@@H](C)CO)C(=O)CCCn2nncc2CO[C@@H]1CN(C)C(=O)Nc1ccccc1	21	-5	4
CNC(=O)C1(c2ccccc2)CCCCC1	5	2	1
CC1=C(C(=O)N2CCOCC2)CC(CC(=O)NC2CCCCC2)C(=O)N1CCCN1CCCC1=O (stereo unspecified)	9	-3	-1
C=CCN(c1ccc(F)cc1)S(=O)(=O)c1cc(C(=O)NC2CC2)ccc1Cl	20	1	1
COc1ccc(/C=C/C(=O)OCC(=O)Nc2nnc(-c3ccccc3)o2)c(OC)c1	-7	-25	0
Cc1cccc(C(=Cc2ccc([N+](=O)[O-])cc2)C(=O)O)c1	26	-9	3
C=CCn1c(=O)c(C(=O)Nc2ncccc2C)c(O)c2ccccc21	-1	17	1
Cc1ccc(S(=O)(=O)NN=C2CCc3ccccc32)cc1	12	18	0
CCN(CC)C(=O)C1=C(C)N(CCCN2CCCC2=O)C(=O)C(CC(=O)NC2CCCC2)C1 (stereo unspecified)	-2	-4	1
CCN(CC)C(=O)C1=C(C)N(Cc2ccc(C(C)(C)C)cc2)C(=O)C(CC(=O)NCCCN(C)C)C1 (stereo unspecified)	22	3	1
COC(=O)C(CSCc1ccccc1)NC(=O)CCNC(=O)OCc1ccccc1 (stereo unspecified)	18	9	0
Cc1nnc(SC(C)C(=O)c2c[nH]c3ccccc23)n1C1CC1 (stereo unspecified)	18	-15	-2
Cc1cc2cc3c(=O)[nH]c(=O)cc-3n(CC(O)C(O)C(O)CO)c2cc1C (stereo unspecified)	-38	7	21
C[C@H](CO)N1C[C@H](C)[C@@H](CN(C)C(=O)NC2CCCCC2)OCc2cnnn2CCCC1=O	11	12	0
CC(C)[C@H](NC(=O)c1ccccc1F)C(=O)Nc1cccc(S(=O)(=O)N2CCOCC2)c1	18	5	2
Nn1c(COc2ccccc2F)nnc1SCC(=O)NCC1CCCO1 (stereo unspecified)	29	0	1
O=C(Nc1ccc(S(=O)(=O)Nc2ncccn2)cc1)c1ccc(Br)cc1	15	-4	1
Cc1ccc(S(=O)(=O)N2[C@H](c3cccc(Cl)c3)CC(=O)[C@@H]3CN(S(=O)(=O)c4ccccc4C)[C@H](c4ccc(Cl)cc4)C[C@@H]32)cc1	10	3	-2
Cc1ccc(NC(=O)COc2ccccc2)cc1S(=O)(=O)N1CCCCC1	26	4	0
CCN(CC(=O)Nc1ccc(C#N)cc1)CC(=O)Nc1ccc2c(c1)OCCO2	7	28	0
CCC(Sc1nc2ccsc2c(=O)n1Cc1ccc(C(=O)O)cc1)C(=O)Nc1cc(Cl)ccc1C (stereo unspecified)	12	-29	0
C=CCn1c(SCC(=O)Nc2c(C)n(C)n(-c3ccccc3)c2=O)nnc1-c1ccncc1	10	-8	4
CCc1cccc(CC)c1N1C(=O)C2=C(SCCCS2)C1=O	15	5	-31
Cc1cc(C)cc(Nc2cc(C)nc3ncnn23)c1	14	-13	0
CCOC(=O)C(N=Nc1nn[nH]n1)C(C)=O (stereo unspecified)	7	6	2
CC(C)(C)OC(=O)NCCc1onc(-c2cccc([N+](=O)[O-])c2)c1C(=O)O	19	-8	2
COc1cccc(C(=O)NCC2CCCN(C(=O)Cc3cccc(C)c3)C2)c1OC (stereo unspecified)	10	-10	2
O=C(NCCS(=O)(=O)N1CCN(C(=O)c2ccco2)CC1)c1ccccc1	4	-2	-1
COc1ccc([C@H]2C[C@@H](n3cc(C4CC4)nn3)[C@H](O)CN2C(=O)c2cccs2)cc1	20	5	-1
COc1cccc(CCNC(=O)c2cc(COc3cccc(OC)c3)on2)c1	17	10	0
Carrying on.
SMILES	SENP8 block	PfGluPho inh	SENP1 inh
Cc1ccccc1NC(=O)Cc1nc(COC(=O)c2nccnc2N)cs1	i	21	-30
CC(=O)N1C[C@H]2CON(C)[C@H]2C[C@H]1c1ccc(-c2ccc(C#N)cc2)cc1	4	9	0
Cc1ccc(S(=O)(=O)N2CCCCC2)cc1NC(=O)C1CCN(C(=O)OC(C)(C)C)CC1	18	4	2
CCC1=NN(C(=O)c2ccccc2[N+](=O)[O-])C(O)(c2ccccc2)C1 (stereo unspecified)	20	-18	4
CC1=C(C(=O)N(C)C)CC(CC(=O)NCC2CCCCC2)C(=O)N1Cc1ccc(C(C)(C)C)cc1 (stereo unspecified)	1	3	2
O=C(O)C(=Cc1ccccc1[N+](=O)[O-])c1ccc2c(c1)OCO2	-3	-8	-3
C[C@H](CO)N1C[C@H](C)[C@H](CN(C)S(=O)(=O)c2ccc(Cl)cc2)OCc2ccccc2-c2c(n(C)c3ccccc23)C1=O	3	10	-1
COc1ccc(OCC(=O)N2CCN(S(=O)(=O)c3ccc4c(c3)OCCO4)CC2)cc1	18	1	-2
CC1=C(C(=O)N(C)C)CC(CC(=O)NCc2cccs2)C(=O)N1Cc1ccccc1 (stereo unspecified)	0	-8	3
Cc1ccc(OCCSc2nc3ccccc3n2CCC(=O)O)c(C(C)C)c1	13	-13	3
Cc1cn([C@H]2C[C@H](O)[C@@H](CNC(=O)[C@H]3CCC(=O)N3)O2)c(=O)[nH]c1=O	5	-4	1
C[C@H](O)[C@@H]1C(=O)N2CCc3ccc(-c4ccccc4)cc3[C@@H]2C[C@@H]1N(C)C(=O)c1ccco1	-29	10	-19

An excerpt of the results above, as a working copy:
SMILES	SENP8 block	PfGluPho inh	SENP1 inh
CC1=C(C(=O)N(C)C)CC(CC(=O)NCc2cccs2)C(=O)N1Cc1ccccc1 (stereo unspecified)	0	-8	3
Cc1ccc(OCCSc2nc3ccccc3n2CCC(=O)O)c(C(C)C)c1	13	-13	3
Cc1cn([C@H]2C[C@H](O)[C@@H](CNC(=O)[C@H]3CCC(=O)N3)O2)c(=O)[nH]c1=O	5	-4	1
C[C@H](O)[C@@H]1C(=O)N2CCc3ccc(-c4ccccc4)cc3[C@@H]2C[C@@H]1N(C)C(=O)c1ccco1	-29	10	-19

More entries follow:
SMILES	SENP8 block	PfGluPho inh	SENP1 inh
CC[C@@H](NCCCn1cnc2c(SC)ncnc21)c1ccccc1	9	11	-1
COc1cccc(CN(C)C[C@@H]2OCc3ccccc3-c3c(n(C)c4ccccc34)C(=O)N([C@@H](C)CO)C[C@H]2C)c1	2	20	1
CC1=C(C(=O)N2CCOCC2)CC(CC(=O)NCCCCc2ccccc2)C(=O)N1Cc1ccc(C(C)(C)C)cc1 (stereo unspecified)	18	13	-1
COc1cc(C(C)=O)ccc1OC(=O)N1CCOCC1	14	-8	1
CCOc1ccccc1C=C1CCc2ccccc2C1=O	16	29	3
CC(=Nc1ccccc1)C1=C(O)C(Cc2ccc(F)cc2)NC1=O (stereo unspecified)	5	18	0
Oc1ccccc1C1=NC(c2ccccc2)NC(c2ccccc2)C1 (stereo unspecified)	11	-2	-6
C[C@@H]1CN([C@@H](C)CO)C(=O)CCCn2nncc2CO[C@@H]1CN(C)S(=O)(=O)c1ccc(F)cc1	19	15	1
COCC(=O)N1CCC(c2nc3ccccc3[nH]2)CC1	4	-8	1
O=[N+]([O-])c1ccc(S(=O)(=O)Nc2ccc(-c3ccccc3)cc2)cc1	17	-15	1
COC(=O)N(C)C[C@H]1OCc2cnnn2CCCC(=O)N([C@@H](C)CO)C[C@@H]1C	-1	12	0
O=[N+]([O-])c1ccc(Nc2ccccc2O)c([N+](=O)[O-])c1	34	66*	50*
COc1cccc(N2CCN(C(=O)c3ccc(OC)c(S(=O)(=O)NC4CC4)c3)CC2)c1	14	5	1
CCCNC(=O)Cn1nc(-c2ccccc2OC)ccc1=O	4	-10	2
Cc1ccc(S(=O)(=O)N2CCOCC2)cc1C(=O)OCC(=O)Nc1ccc(Cl)cn1	8	17	2
C[C@@H]1CCCCO[C@H](CN(C)Cc2ccc(Cl)c(Cl)c2)[C@H](C)CN([C@@H](C)CO)C(=O)c2cc(NC(=O)Nc3ccc(F)cc3)ccc2O1	6	17	1
O=C(CSc1ncn[nH]1)Nc1nc2c(F)c(F)c(F)cc2s1	9	-9	-3

One compound at a time (already shown):
CCN(CC(=O)Nc1ccc(C#N)cc1)CC(=O)Nc1ccc2c(c1)OCCO2 is entered as SENP8 block: 7; PfGluPho inh: 28; SENP1 inh: 0
CC1=C(C(=O)N2CCOCC2)CC(CC(=O)NCCCCc2ccccc2)C(=O)N1Cc1ccc(C(C)(C)C)cc1 (stereo unspecified) is entered as SENP8 block: 18; PfGluPho inh: 13; SENP1 inh: -1
O=C(CN1CCN(Cc2ccccc2)CC1)Nc1cccc(Cl)c1Cl is entered as SENP8 block: 18; PfGluPho inh: 2; SENP1 inh: 4
